HepG2 tox: HepG2 cytotoxicity, counter-screen for TGF-b inhibitors; HepG2 CAGA-GFP viability, ATP luminescence, 18 h; Potency, µM (top dose mostly 46.1 µM), for inactives: top-dose activity change, negative = cytotoxicity, most hits filed as cytotoxic; 0.76% of 410,000 active; AID 588856; also: potency is read from the fitted curve at half-maximal effect; some results filed as inactive show a strong effect at the top dose
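CellTiter-Glo luminescence gave cytotoxicity after 18 hours at 37 degrees C. The cells were HepG2 CAGA-GFP in 1% FBS DMEM, stimulated with 500 pg/mL TGF-beta after compound addition. %Activity was normalised to no-cell wells (complete cell-killing) and DMSO (no toxicity), and curves were fitted and classified.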
MCF10A rerep: inducers of DNA re-replication in MCF 10A breast cells | MCF 10A DNA re-replication, Hoechst nuclear intensity, 48 h | Potency, µM (top dose mostly 46.1 µM), for the others: at the highest dose activity, positive = re-replication, most hits filed as activators | 2.9% of 350,000 active | AID 624296; also: potency is read from the fitted curve at half-maximal effect; % of control where 0% means no effect; nearly all actives have a fitted effect of over 50% in size
S2 tox: reduces viability in counter-screen for ATXN expression inhibitors. S2 cells (HEK-293 line with an ATXN2-luciferase reporter) viability, CellTiter-Fluor protease fluorescence, 24 h. Potency, µM (highest dose often 56.7 µM), usual class: cytotoxic. 0.49% of 400,000 active; also: potency is read from the fitted curve at half-maximal effect; nearly all actives have a fitted effect of over 40% in size
ATXN2 expr inh: reduces ATXN2 reporter expression in HEK-293 cells | HEK-293 ATXN2-luciferase reporter, luminescence, 24 h | Potency, µM (highest dose often 57 µM), for the others: at the highest dose activity change, negative = inhibition, most hits filed as inhibitors | 0.72% of 360,000 active; also: potency is read from the fitted curve at half-maximal effect; % is scaled to controls: 0 for no effect and ±100 for the full control effect; nearly all actives have a fitted effect of over 55% in size
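qHTS (up to 57 uM final) was run with 24 h compound exposure of reporter cells at 37 °C. Each well was multiplexed: SteadyGlo luminescence measured ATXN2-luciferase expression after a fluorogenic Gly-Phe-AFC viability readout (25 uM final).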
A549 viability: counter-screen for Nrf2 inhibitors: cytotoxicity in A549 cells. A549 ARE-Fluc cells, CellTiter-Fluor viability, 18-24 h. Potency, µM (series often up to 46 µM), for inactives: at the highest dose activity change, negative = cytotoxicity, actives largely listed as inhibitors. 0.16% of 390,000 active. AID 504648; also: potency is read from the fitted curve at half-maximal effect; % is scaled to controls: 0 for no effect and ±100 for the full control effect
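A549 ARE_Fluc cells in 5% FBS OPTI-MEM were exposed to compounds in concentration-response for 18-24 h at 37 deg C. Viability was read by CellTiter-Fluor fluorescence (Ex 405/Em 525) after 30 min, before the luciferase read.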
Nrf2 block: inhibitors of Nrf2 signaling; 2.1% of 360,000 active; Potency, µM (highest dose often 46 µM), without a hit: at the highest dose activity change, negative = inhibition, actives largely listed as inhibitors; AID 504444; A549 ARE-Fluc reporter, luciferase luminescence, 18-24 h; also: potency is read from the fitted curve at half-maximal effect; % is scaled to controls: 0 for no effect and ±100 for the full control effect; nearly all actives have a fitted effect of over 60% in size
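A549 ARE_Fluc cells, 5000/well, 5% FBS OPTI-MEM; compounds in dose-response, 18-24 h at 37 °C/5% CO2; CellTiter-Fluor viability read (Ex 405/Em 525), then BugLite luciferase luminescence = Nrf2 activity.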
TGFb SMAD3 inh: inhibitors of TGF-b signaling; HepG2 CAGA-GFP TGF-b/SMAD3 reporter, GFP fluorescence, 18 h; TGF-beta stimulated, 500 pg/mL final; Potency, µM (top dose mostly 46.1 µM), without a hit: at the top dose activity, negative = inhibition, actives largely listed as inhibitors; 1.2% of 410,000 active; also: potency is read from the fitted curve at half-maximal effect; % is scaled to controls: 0 for no effect and ±100 for the full control effect; nearly all actives have a fitted effect of over 65% in size
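Inhibition of TGF-beta-driven CAGA-GFP reporter expression in HEPG2 cells is measured by cellular GFP fluorescence after 18 h stimulation with 500 pg/mL recombinant TGF-beta in 1% FBS medium at 37 degrees C.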
IL1B secr inh: inflammasome signaling inhibition, IL-1 beta readout; 4.7% of 360,000 active; activity change, % at 57.5 µM; THP-1 LPS/ATP IL-1B secretion, AlphaLISA, 16 h; stronger effect = lower value; AID 743279; in the data active = activity change below about -50%; inconclusive = mostly about -30% to -49%; also: % is scaled to controls: 0 for no effect and ±100 for the full control effect
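Secreted IL-1B measured by AlphaLISA bead assay after 16 h compound exposure of THP-1 cells; compounds (final up to 57.5 uM) added 1 h before LPS (250 ng/mL) and ATP (1.25 mM) stimulation; lower signal means less secretion.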
Nrf2 ARE act: activates Nrf2 signaling; AID 624171; AREc32 ARE-luciferase reporter (MCF7-derived line), luminescence, 24 h; Potency, µM (titrated, usually from 46.1 µM), for the others: at the highest dose activation, most hits filed as activators; 0.31% of 410,000 active; also: potency is read from the fitted curve at half-maximal effect; % of control where 0% means no effect; nearly all actives have a fitted effect of over 65% in size
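AREc32 cells carrying an ARE-driven firefly luciferase, 1000 cells/well in OPTI-MEM with 5% FBS, dosed after overnight attachment and incubated 24 hr at 37 deg C. Steady-Glo luminescence read after 30 min at RT.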
Active calls of the source: *; i = inactive; ? = inconclusive; . = no result given; & = joins results of further samples; [ ] = dose if it differs, or a comment. Unless noted, calls follow the shape of the dose curve; as a rule, active = well fitted curve in the direction sought with a large enough effect; inconclusive = small, poorly fitted or top-dose-only effect, or another doubt; inactive = no such curve, though single readings can be large; an effect the other way counts as inactive or inconclusive.

SMILES	HepG2 tox	MCF10A rerep	S2 tox	ATXN2 expr inh	A549 viability	Nrf2 block	TGFb SMAD3 inh	IL1B secr inh	Nrf2 ARE act
COc1cc(/C=C(\C#N)c2nc3ccccc3[nH]2)ccc1OCc1ccccc1F	-12.1%	.	.	29.3%	15.4%	?	-0.7%	.	6.7%
CCOC(=O)C(Cc1ccccc1)NC(=O)Cn1nnc(-c2ccc(SC)cc2)n1 (stereo unspecified)	-44.7%	4.0%	?	5.6%	-7.6%	-11.0%	-13.3%	19.6	-0.4%
Oc1ccc(-c2nc3c4c(ncn3n2)-c2ccccc2CC42CCCC2)cc1	8.3%	4.61µM*	?	?	-1.1%	-1.4%	-4.6%	-0.5	0.2%
CC(=O)NCC1CCN(C(=O)C2CCC(=O)N(CCc3cccc(F)c3)C2)CC1 (stereo unspecified)	10.3%	-8.4%	?	0.3%	2.6%	8.5%	9.2%	4.2	-0.7%
CCN(CC)c1ccc(NC2=C(Cl)C(=O)c3ccccc3C2=O)cc1	-50.1%	4.61µM*	10µM*	20µM*	20.6µM*	?	?	-107.8*	?
Cc1oc2c(Cl)c(Cl)c(O)c(CN(C)C)c2c1C(=O)c1ccc(Cl)cc1	-48.2%	19.3%	i	26.9%	-6.1%	-8.3%	-27.9%	-25.2	3.0%
CCCCn1nnnc1SCC(=O)Nc1ccc(F)cc1	-22.7%	-0.9%	i	0.1%	-1.4%	9.2%	0.0%	-5.5	0.3%
O=C(CC(=O)NCCc1ccccc1)NCCc1ccccc1	-1.9%	6.2%	i	26.3%	-7.6%	?	-2.1%	18.6	-0.4%
COc1ccccc1Nc1cc(C(=O)NC2CCCC2)c2ccccc2n1	-1.7%&-0.9%	0.5%	i	3.3%&5.7%	-3.5%&-0.2%	?	2.9%&-4.0%	0.0	-0.2%&-0.5%
CCCNC(=O)N1CCN(S(=O)(=O)c2ccc(C)cc2)CC1	-0.2%	0.0%	i	-1.8%	-9.2%	?	-8.1%	-28.9	-0.9%
CCn1c(SCC(=O)NC2CCCCC2)nc2c(c1=O)SCC2	-17.5%	-0.2%	i	-6.5%	3.6%	-3.5%	-12.1%	0.0	-0.2%
COc1ccc(CCNC(=O)c2c(Cl)ccc(Cl)c2OC)cc1OC	-14.4%	-20.0%	?	-0.6%	0.4%	-11.4%	7.4%	31.8	0.4%
COc1cccc(/C=C/C(=O)OCC(=O)NCc2ccco2)c1	-14.3%	3.8%	i	-0.1%	16.1%	1.9%	-1.1%	0.0	10.1%
Cc1ccc(NC(=O)CN2CCN(CCN=CC3=C(O)CC(c4ccccc4)CC3=O)CC2)cc1 (stereo unspecified)	2.2%	13.1%	i	6.8%	0.3%	1.8%	-14.3%	8.3	0.5%
CCOCCOC(=O)c1[nH]c2c(c1C)C(=O)CC(c1cc(OC)c(OC)c(OC)c1)C2 (stereo unspecified)	-8.2%	-21.6%	i	-37.0%	-7.8%	23.1µM*	-16.0%	1.4	0.9%
CC1CCN(Cc2cnc(Cl)s2)CC1	3.2%	-7.7%	i	4.0%	-1.2%	13.3%	?	5.5	-0.3%
CCc1nnc(N2C(=O)c3cccc4cccc(c34)C2=O)s1	-12.5%	1.6%	i	-3.2%	-7.6%	3.7%	-41.5%	25.7	13.5%
Cc1cc(C(=O)OCC(=O)NCc2cccs2)ccc1[N+](=O)[O-]	2.0%	-0.7%	?	-5.1%	-6.9%	22.7%	-3.9%	-1.5	2.7%
COc1ccc(OC)c(NC(=O)CCNS(=O)(=O)c2cccc3nonc23)c1	-3.9%	1.4%	i	3.0%	0.4%	1.0%	-27.2%	16.5	-0.2%
CCOc1ccc(-c2c(C(=O)N/N=C/c3cccnc3)nnn2-c2nonc2N)cc1	-26.6%	-3.5%	i	.	-3.3%	6.8%	-15.6%	8.3	-0.3%
Cc1nc2cc(C(=O)NCc3ccc4c(c3)OCO4)ccc2n1-c1ccc(Br)cc1	6.1%	?	i	-8.9%	1.2%	?	-25.7%	?	-0.4%
CCCOc1ccc2oc(=O)c3c(c2c1)CCCN3C(=O)CN1CCc2ccccc2C1	-8.0%	?	i	-29.5%	?	.	-29.2%	39.7	4.7%
O=c1c2cccnc2n(Cc2ccccc2F)c(=O)n1Cc1ccc(F)cc1	1.9%	.	i	20.7%	5.9%	?	-5.3%	.	0.4%
Nc1nc(CSc2ncn[nH]2)nc(Nc2ccc(F)cc2)n1	0.7%	10.3%	i	17.0%	-0.4%	?	-13.2%	-11.7	2.9%
Cc1ccc(S(=O)(=O)N(CC(=O)Nc2ccc(C)cc2C)C(=O)N2CCN(C)CC2)cc1	8.9%	-13.9%	i	1.4%	1.8%	5.8%	-12.6%	-23.9	0.0%
(continued)
SMILES	HepG2 tox	MCF10A rerep	S2 tox	ATXN2 expr inh	A549 viability	Nrf2 block	TGFb SMAD3 inh	IL1B secr inh	Nrf2 ARE act
CS(=O)(=O)c1ccc(Cl)c(NC(=O)CCN2C(=O)NC3(CCCC3)C2=O)c1	7.4%	-4.5%	i	32.4%[activator]	9.8%	-13.6%	14.2%	6.0	-0.1%
CNc1nnc(C(F)(F)F)s1	0.8%	-1.5%	i	2.5%	-2.3%	3.1%	-16.7%	.	0.2%
COc1ccc2nc(N3CCCC3)c(C#N)cc2c1	-12.8%	?	.	1.3%	?	21.0%	44.9%[activator]	52.4	1.0%
CCOc1cccc(Nc2nn(-c3ccc(OC(F)(F)F)cc3)nc2C(C)=O)c1	-3.5%	.	.	.	-10.9%	5.3%	-15.8%	.	3.7%
Cc1ccc(S(=O)(=O)C2(C(=O)NCCc3ccccc3)CC2)cc1	-7.7%	-0.9%	i	9.2%	3.5%	-12.2%	0.0%	5.8	-0.5%
CC(=O)c1c(C)[nH]c(C(=O)Nc2ccc(Cl)cc2)c1C	-8.1%	13.7%	i	71.3%[activator]	2.1%	?	-1.1%	-3.2	7.5%
CC(=O)c1cccc(-n2nnnc2SCC(=O)Nc2ccccc2N2CCCCC2)c1	-21.0%	?	i	-28.8%	-15.2%	23.1µM*	?	-17.1	3.3%
CN(C)c1ccc(CNc2ccccn2)cc1	-5.9%	-1.4%	i	23.7%	-1.5%	6.3%	-1.1%	-9.3	4.4%
CC(C(=O)N1CCc2ccccc2C1)N(c1ccccc1)S(C)(=O)=O (stereo unspecified)	-5.2%	0.7%	i	-9.1%	-14.2%	-7.0%	10.2%	8.5	-1.3%
COc1ccc2[nH]c3c(c2c1)CCN1C(=O)C(CC(=O)NCc2ccco2)C[C@H](C(=O)N2CCCCC2)[C@@]31C (stereo partly specified)	-0.2%	4.1%	i	-3.7%	-12.7%	12.9%	-28.6%	-5.0	4.3%
CC(=O)N1CCc2c(sc3c2c(=O)n(-c2ccccc2Cl)c(=O)n3C)C1	3.7%	.	i	2.1%	2.4%	.	0.3%	.	8.8%
COc1ccc(C2=NOC(Cn3nc(C(=O)NCc4ccc5c(c4)OCO5)cc3-c3ccccc3)C2)cc1 (stereo unspecified)	-10.0%	?	i	-4.2%	3.2%	?	-7.7%	-19.7	2.2%
Cc1ccccc1OCCn1cnc2c(N)ncnc21	-15.4%	-6.1%	i	11.8%	-1.4%	-21.3%	-12.2%	28.5	5.0%
O=C(Cn1c(=S)[nH]c2ccccc2c1=O)NCCc1ccccc1	-30.1%	0.6%	i	0.2%	1.7%	21.9%	10.8%	24.3	4.4%
N#CC(c1ccc([N+](=O)[O-])cc1)C(CC(=O)c1ccccc1)c1ccccc1 (stereo unspecified)	-14.1%	12.3%	i	-8.4%	-2.0%	?	?	?	2.6%
Cc1onc(-c2ccccc2Cl)c1C(=O)N(Cc1ccc(N(C)C)cc1)C(C)C	-39.2%	10.9%	?	.	-7.1%	?	?	24.0	-0.8%
COc1ccc2[nH]c(O)c(N=NC(=N)N)c2c1	-6.0%	-0.1%	i	-1.3%	-9.8%	-5.8%	-15.7%	-9.4	2.4%

5 entries picked at random from the list so far:
SMILES	HepG2 tox	MCF10A rerep	S2 tox	ATXN2 expr inh	A549 viability	Nrf2 block	TGFb SMAD3 inh	IL1B secr inh	Nrf2 ARE act
Cc1ccc(S(=O)(=O)C2(C(=O)NCCc3ccccc3)CC2)cc1	-7.7%	-0.9%	i	9.2%	3.5%	-12.2%	0.0%	5.8	-0.5%
CCOc1cccc(Nc2nn(-c3ccc(OC(F)(F)F)cc3)nc2C(C)=O)c1	-3.5%	.	.	.	-10.9%	5.3%	-15.8%	.	3.7%
COc1ccc2nc(N3CCCC3)c(C#N)cc2c1	-12.8%	?	.	1.3%	?	21.0%	44.9%[activator]	52.4	1.0%
CC(=O)c1c(C)[nH]c(C(=O)Nc2ccc(Cl)cc2)c1C	-8.1%	13.7%	i	71.3%[activator]	2.1%	?	-1.1%	-3.2	7.5%
CS(=O)(=O)c1ccc(Cl)c(NC(=O)CCN2C(=O)NC3(CCCC3)C2=O)c1	7.4%	-4.5%	i	32.4%[activator]	9.8%	-13.6%	14.2%	6.0	-0.1%

Only TGFb SMAD3 inh, HepG2 tox and MCF10A rerep, for 2 of the compounds above:
mol | TGFb SMAD3 inh | HepG2 tox | MCF10A rerep
CCOc1ccc(-c2c(C(=O)N/N=C/c3cccnc3)nnn2-c2nonc2N)cc1 | -15.6% | -26.6% | -3.5%
COc1ccc2[nH]c(O)c(N=NC(=N)N)c2c1 | -15.7% | -6.0% | -0.1%

Bioassay records deposited in PubChem by National Center for Advancing Translational Sciences (NCATS).
